Screening data from PubChem BioAssay.
GluA2 TARP mod = modulators of GluA2-stargazin AMPA receptor complexes, primary screen, cell-based, membrane potential dye | HEK293 GluA2+stargazin, membrane potential dye (FDSS), glutamate EC50; hits were called plate by plate, in both directions | hit rate 3.5% among 40,000 | calls only at 30 µM | Voltage-dependent calcium channel gamma-2 subunit (Mus musculus) + Glutamate receptor 2 …;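 active = any of four per-well response measures lying three or more SD from its plate-wide compound average, in either direction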
Target sequence (O88602 whole entry, looked up): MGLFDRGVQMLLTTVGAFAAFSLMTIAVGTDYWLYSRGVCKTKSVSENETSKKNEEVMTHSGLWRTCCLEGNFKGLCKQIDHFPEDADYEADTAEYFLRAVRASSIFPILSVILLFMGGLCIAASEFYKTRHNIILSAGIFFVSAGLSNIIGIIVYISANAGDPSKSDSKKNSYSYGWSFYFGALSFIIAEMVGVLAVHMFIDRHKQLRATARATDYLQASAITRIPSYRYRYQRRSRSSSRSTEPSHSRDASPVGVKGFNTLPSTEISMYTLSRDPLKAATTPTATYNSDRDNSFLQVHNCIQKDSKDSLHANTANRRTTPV
Target sequence (P19491 whole entry, looked up): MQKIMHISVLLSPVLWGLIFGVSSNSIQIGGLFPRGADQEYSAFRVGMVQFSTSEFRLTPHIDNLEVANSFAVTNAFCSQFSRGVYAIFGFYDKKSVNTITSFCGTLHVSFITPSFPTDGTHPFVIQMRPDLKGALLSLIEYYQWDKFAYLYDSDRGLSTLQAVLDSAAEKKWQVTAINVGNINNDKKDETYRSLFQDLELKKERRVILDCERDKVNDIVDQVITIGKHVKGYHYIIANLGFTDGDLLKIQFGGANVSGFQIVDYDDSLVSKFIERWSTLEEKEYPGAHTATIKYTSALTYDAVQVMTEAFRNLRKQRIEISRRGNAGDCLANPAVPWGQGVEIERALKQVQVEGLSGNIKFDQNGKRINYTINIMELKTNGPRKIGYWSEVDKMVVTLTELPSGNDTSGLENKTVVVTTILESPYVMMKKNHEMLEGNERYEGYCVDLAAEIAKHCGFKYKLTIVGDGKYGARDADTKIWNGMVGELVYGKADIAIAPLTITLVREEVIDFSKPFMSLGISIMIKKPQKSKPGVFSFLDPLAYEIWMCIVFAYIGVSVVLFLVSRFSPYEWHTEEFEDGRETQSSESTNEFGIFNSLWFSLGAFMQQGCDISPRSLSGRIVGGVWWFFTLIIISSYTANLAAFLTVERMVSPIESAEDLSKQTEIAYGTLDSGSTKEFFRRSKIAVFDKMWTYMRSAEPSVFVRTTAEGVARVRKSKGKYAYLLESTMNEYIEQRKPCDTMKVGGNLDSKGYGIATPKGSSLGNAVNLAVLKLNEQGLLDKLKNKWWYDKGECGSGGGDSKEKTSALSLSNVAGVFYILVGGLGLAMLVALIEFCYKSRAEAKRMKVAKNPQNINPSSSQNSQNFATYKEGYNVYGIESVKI
GluA2 TARP mod agonism max-min = also measured in GluA2 TARP mod; calls as there; compound max-min signal; compound-alone response (agonism);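 unitless range of fluorescence divided by baseline over first 100 seconds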
GluA2 TARP mod glutamate slope = second read-out of GluA2 TARP mod, no call of its own (marks repeat the call); glutamate slope, % of max; measured here: glutamate response slope, % max;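 scaled per plate between vehicle wells and maximal 1 mM glutamate control wells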
Numbers without * were called inactive; i = inactive; + = active, no number; & = joins results of further samples. Some of the compounds tested. The share of hits here may be higher or lower than overall.

SMILES	GluA2 TARP mod	GluA2 TARP mod agonism max-min	GluA2 TARP mod glutamate slope
C=CCc1ccccc1OCC(O)CN1CCN(Cc2ccc3c(c2)OCO3)CC1 (centres undefined)	i	0.084	43
NC(=O)C1Cc2ccccc2N1C(=O)CCC1CCCC1 (centres undefined)	i	0.095	62
COc1cccc(/C=C2\SC(=S)N(CCCC(=O)Nc3cccnc3)C2=O)c1	i	0.15	51
CCSc1ccccc1C(=O)N1CCN(c2ncnc3c2nnn3-c2cccc(OC)c2)CC1	i	0.075	44
COc1ccc2nc(-c3ccc(Cl)c(NC(=O)C(C)Oc4cccc(F)c4)c3)cn2n1 (centres undefined)	i	0.039	47
Cc1nn(-c2ccc(F)cc2)c2ncc(C(=O)NCc3cccs3)c(Cl)c12	i	0.026	43
COc1ccccc1NC(=O)CC1SC(=O)N(Cc2ccccc2)C1=O (centres undefined)	i	0.16	56
COc1ccc(S(=O)(=O)Nc2ccc3c(c2)N(C(=O)C(C)(C)C)CC3)cc1OC	i	0.036	77
COCCNC(=O)C(=O)Nc1cc(N2CCCS2(=O)=O)ccc1OC	i	0.1	46
O=S(=O)(Nc1ccc(N2CCCCS2(=O)=O)cc1)c1cccc(Cl)c1	i	0.12	63
CCOCCn1c(=O)c2c(nc(-n3nc(C)cc3C)n2C)n(C)c1=O	i	0.056	-1
CC(c1ccccc1)n1c(C2CC(=O)N(c3ccccc3)C2)nc2ccccc21 (centres undefined)	i	0.063	60
COc1ccc(N2CCN(C(=O)c3ccc4ccccc4n3)CC2)cc1	i	0.068	34
COc1ccc(N2C(=O)C3N=NN(CC(=O)Nc4cccc(SC)c4)C3C2=O)cc1OC (centres undefined)	i	0.076	58
O=C(NCCOc1ccc(-c2ccco2)nn1)c1ccc(S(=O)(=O)N2CCCC2)cc1	i	0.09	56
C1CNC(C23CC4CC(CC(C4)C2)C3)=N1	i	0.043	56
Cn1cccc(C(=O)Nc2ccc3c(c2)N(C(=O)c2ccco2)CC3)c1=O	i	0.15	59
COc1ccc(-c2csc(NC(=O)CCCS(=O)(=O)c3ccc(Cl)cc3)n2)cc1OC	i	0.085	62
CCCCn1cnc2c(-c3ccccc3)cn(CC(=O)Nc3cccc(C(=O)OC)c3)c2c1=O	i	0.098&0.042	53&96
CC1(C)Cc2c(sc(N)c2C#N)C(C)(C)N1	i	0.039	59
COc1cccc2sc(N(Cc3ccccn3)C(=O)c3ccnn3C)nc12	i	0.062	31
O=C(Nc1ccc2scnc2c1)c1ccc(S(=O)(=O)N2CCCC2)cc1	i	0.065	55
COc1cc(Cn2c(=O)c3c(N4CCN(C(C)=O)CC4)ccnc3n(C)c2=O)cc(OC)c1	i	0.12	66
CSc1nc2ccc3nc(NC(=O)c4ccn(C(C)C)n4)sc3c2s1	i	0.14	72
O=C(Nc1ccc2c(c1)N(C(=O)C1CCCO1)CC2)c1ccc(F)c(F)c1 (centres undefined)	i	0.19	64

Sorted by number of heavy atoms (lowest first): 7 of the compounds above
SMILES	GluA2 TARP mod	GluA2 TARP mod agonism max-min	GluA2 TARP mod glutamate slope
C1CNC(C23CC4CC(CC(C4)C2)C3)=N1	i	0.043	56
CSc1nc2ccc3nc(NC(=O)c4ccn(C(C)C)n4)sc3c2s1	i	0.14	72
COc1ccc(N2CCN(C(=O)c3ccc4ccccc4n3)CC2)cc1	i	0.068	34
CC(c1ccccc1)n1c(C2CC(=O)N(c3ccccc3)C2)nc2ccccc21 (centres undefined)	i	0.063	60
C=CCc1ccccc1OCC(O)CN1CCN(Cc2ccc3c(c2)OCO3)CC1 (centres undefined)	i	0.084	43
O=C(NCCOc1ccc(-c2ccco2)nn1)c1ccc(S(=O)(=O)N2CCCC2)cc1	i	0.09	56
CCSc1ccccc1C(=O)N1CCN(c2ncnc3c2nnn3-c2cccc(OC)c2)CC1	i	0.075	44

(cont.)
SMILES	GluA2 TARP mod	GluA2 TARP mod agonism max-min	GluA2 TARP mod glutamate slope
C=C(C)Cn1c(N/N=C/c2cccc(OC)c2O)nc2c1c(=O)n(C)c(=O)n2C	i	0.14	66
CCN1CC(c2nc3ccccc3n2Cc2ccccc2F)CC1=O (centres undefined)	i	0.019	50
Fc1ccc(CNCCC2=CCCCC2)cc1	i	0.096	56
Cc1cc(C(=O)Nc2nnc(-c3ccc(Br)s3)o2)no1	i	0.13	48
O=C(/C=C/c1ccccc1)Nc1ccc2c(c1)N(C(=O)c1ccccc1)CCC2	+	0.084*	78*
CC(=O)Nc1cc(C(=O)N2CCOCC2)cn(C)c1=O	i	0.059	60
CCN1CCN(C(=O)c2cc(-c3ccc(OC)cc3)nc3c2c(C)nn3C2CCS(=O)(=O)C2)CC1 (centres undefined)	i	0.15	60
COc1cc([N+](=O)[O-])ccc1NC(=O)c1ccc(=O)n(Cc2cccc(C(F)(F)F)c2)c1	i	0.073	42
O=C(CSc1nc2ccsc2c(=O)n1CCc1ccccc1)NCc1ccc(Cl)cc1	i	0.086	64
COc1ccc(OC)c(-c2ccc(=O)n(CC(=O)Nc3cccc(Cl)c3)n2)c1	i	0.079	98
O=C(OCc1ccccc1)N1CCN(c2ncnc3c2nnn3-c2ccccc2)CC1	i	0.036	59
COCCn1c(=O)c2c(nc3n2CCCN3c2ccccc2OC)n(C)c1=O	i	0.039	50
O=C(N1CCCCCC1)N1CCN(c2ccc(F)cc2)CC1	i	0.058	61
CC(=O)Nc1ccc(OC(F)(F)Cl)cc1	i	0.078	38
N#C/C(=C\N1CCN(c2ccccc2)CC1)C(=O)NCc1ccccc1	i	0.13	76
COc1ccc(-n2nnnc2SCC(=O)Nc2cccc(C(C)=O)c2)cc1	i	0.083	58
O=C(CCC1CCCCC1)NCCOc1ccc2nnc(-c3ccccc3)n2n1	i	0.02	46
COc1ccc([N+](=O)[O-])cc1NC(=O)C1CCN(c2ccc(-c3ccccc3)nn2)CC1	i	0.18	75
CCn1nnc2c(=O)n(CC(=O)N(C(C)C)C(C)C)cnc21	i	0.089	66
CC(C)c1cccc(C(C)C)c1NC(=O)C(C)(C)C	i	0.086&0.035	43&91
O=C(Nc1cccc(F)c1)c1csc(NS(=O)(=O)c2cccs2)n1	i	0.088	47
CC(=O)Nc1ccc(NC(=O)c2ccc(-c3c(Cl)cccc3Cl)o2)cc1	i	0.046	58
COc1ccc(-c2ccc(N3CCC(C(=O)N4CCOCC4)CC3)nn2)cc1	i	0.17	76
O=C(Cc1ccc(F)cc1)NCC1CCN(C(=O)c2cc3ccccc3o2)CC1	i	0.054	36
Cc1ccccc1OCC(=O)Nc1ccc2c(c1)N(C(=O)c1ccco1)CC2	i	0.087	68

Structural class, the compounds so far containing a nitro group on carbon.
SMILES	GluA2 TARP mod	GluA2 TARP mod agonism max-min	GluA2 TARP mod glutamate slope
COc1cc([N+](=O)[O-])ccc1NC(=O)c1ccc(=O)n(Cc2cccc(C(F)(F)F)c2)c1	i	0.073	42
COc1ccc([N+](=O)[O-])cc1NC(=O)C1CCN(c2ccc(-c3ccccc3)nn2)CC1	i	0.18	75

(further entries)
SMILES	GluA2 TARP mod	GluA2 TARP mod agonism max-min	GluA2 TARP mod glutamate slope
CCOCCn1c(=O)c2c(nc(-n3nc(C)cc3C)n2Cc2ccc(C)cc2)n(C)c1=O	i	0.037	64
COc1ccc(S(=O)(=O)N2CCCCC2CC(=O)NCCc2ccccc2OC)cc1 (centres undefined)	i	0.029	68
CCCCC1CCC(C(=O)N2CCN(c3nccn3CC)CC2)CC1 (centres undefined)	i	0.093	56
CC(=O)Nc1c(C(=O)Nc2ccc(C)c(Cl)c2)nnn1-c1ccc(C)cc1	i	0.066	52
Cc1ccc(Cl)c2sc(N(CCCn3ccnc3)C(=O)c3cccs3)nc12	+	0.25*	52*
COc1nnc(-c2ccc(N3CCOCC3)c(NC(=O)C3CCCCC3)c2)c2ccccc12	i	0.062	4
CSCCC(C)(O)CNC(=O)c1cc(C)oc1C (centres undefined)	i	0.1	48
O=C(NCc1ccc(F)cc1)c1cccc(N2C(=O)CCS2(=O)=O)c1	i	0.12	58
CC(=O)N1CCN(C(=O)c2cc(-c3ccccc3)nc3c2c(C)nn3C2CCS(=O)(=O)C2)CC1 (centres undefined)	i	0.094	59
COC(=O)N1CCC(CNC(=O)c2cn(C)nc2OC)CC1	i	0.074	59
COCCNC(=O)Cc1cc(-c2ccc(Cl)cc2)on1	i	0.049	37
Cc1cc(C(=O)NCC#CCN2CCc3ccccc3C2)c(C)o1	i	0.044	68
COc1cccc(-c2cc(CC(=O)NCCCN(C)C)no2)c1	i	0.09	46
CC1CN(c2ncnc3c2cnn3CCNC(=O)CCCc2ccccc2)CC(C)O1 (centres undefined)	i	0.061	52
O=C(CSc1nnc(-c2cccnc2)o1)N1N=C(c2cccs2)CC1c1ccc(F)cc1 (centres undefined)	i	0.065	49
O=S(=O)(c1ccc(Cl)c2ccccc12)N1CCCCCC1	i	0.088	66
O=C(Cn1c2c(c(=O)n(C3CCCCC3)c1=O)CCC2)Nc1cccc(Cl)c1	i	0.16	55
COc1ccc(C(=O)NCC2CCN(C)CC2)cc1	i	0.072	52
Cc1cc(SCC(=O)N2CCCC2)nc(SCC(=O)N2CCCC2)n1	i	0.09	61
Cc1ccc(C(C)C)c(OC(=O)CS(=O)c2ccc(C(F)(F)F)cc2[N+](=O)[O-])c1 (centres undefined)	i	0.042	45
CS(=O)(=O)Nc1ccc2c(c1)N(S(=O)(=O)c1ccc(F)cc1)CCC2	i	0.04	57
CC(=O)Nc1ccc(S(=O)(=O)N2CCN(c3cc(Cl)ccc3C)CC2)cc1	i	0.15	56
Cc1cccc(Cn2c(C3CC(=O)N(c4ccccc4)C3)nc3ccccc32)c1 (centres undefined)	i	0.088	75
COC(=O)CN1CCN(c2nc3c(c(=O)[nH]c(=O)n3C)n2Cc2ccccc2F)CC1	i	0.072	14
COc1cccc(N2CC(c3nc4ccccc4n3CC(O)COc3ccc(C)cc3)CC2=O)c1 (centres undefined)	i	0.13	58

(cont.)
SMILES	GluA2 TARP mod	GluA2 TARP mod agonism max-min	GluA2 TARP mod glutamate slope
CCn1ccnc1N1CCN(CC(=O)Nc2cc(C(F)(F)F)ccc2Cl)CC1	i	0.051	32
COc1ccccc1NC(=O)N1CCN(c2ccc(-c3ccc(C)cc3C)nn2)CC1	i	0.051	40
Cc1c(C(=O)Nc2ccc(-c3cn4ccccc4n3)cc2)cccc1[N+](=O)[O-]	i	0.12&0.08	56&101
Cc1cccc2sc(N(CCN3CCOCC3)C(=O)c3ccccc3S(C)(=O)=O)nc12	i	0.061	34
COc1ccc(OC)c(S(=O)(=O)NCC2(c3ccccc3)CCOCC2)c1	i	0.085	66
COCCn1c(=O)c2c(nc3n(-c4ccc(F)cc4)c(C)c(C)n23)n(C)c1=O	i	0.089	31
CC(C)(C)NC(=O)NCC1(c2cccs2)CC1	i	0.044	44
CCCCc1ccc(N2CC(C)Cn3c2nc2c3c(=O)n(C(C)C(=O)OC)c(=O)n2C)cc1 (centres undefined)	i	0.12	73
Cn1nc(-c2ccccc2)cc1C(=O)N1CCC(Cn2cccn2)CC1	i	0.07	62
CCOc1cccc2sc(N(Cc3ccco3)C(C)=O)nc12	i	0.063	57
O=S(=O)(c1ccc(F)c(Cl)c1)N1CCC(c2cccs2)CC1	i	0.11	59
O=C(CS(=O)(=O)c1c[nH]c2ccccc12)NC1CCCCC1	i	0.044	60
COc1ccc(CC(=O)Nc2ccc(N3CCCCC3=O)cc2)cc1OC	i	0.089	53
CC(C)CCNC(=O)C(=O)Nc1c2c(nn1-c1ccc(Cl)cc1)CSC2	i	0.031	58
COc1cccc(NC(=O)c2nnn(Cc3cccc(Br)c3)c2N)c1	i	0.05	52
COc1cccc(NC(=O)C2CCCN(c3ccc(-n4ccnc4)nn3)C2)c1 (centres undefined)	i	0.071	65
COc1ccc(N2C(=O)CCS2(=O)=O)cc1S(=O)(=O)NCCc1cccs1	i	0.078	70
CCCCn1c(NCc2ccc(OC)cc2O)nc2ccccc21	i	0.091	34
CCCCOc1ccc(NC(=O)Nc2cccc(N3CCCS3(=O)=O)c2)cc1	i	0.15	50
COCC(=O)N1Cc2nn(-c3ccccc3C)c(-n3cccc3)c2C1	i	0.096	68
COc1cc(C(=O)N2CCN(c3nccn3C)CC2)cc(OC)c1OC	i	0.092	64
O=C(Cc1ccc(NS(=O)(=O)C2CCCCC2)cc1)N1CCOCC1	i	0.11	64
O=C(Nc1cccc2nsnc12)C1COCC(=O)N1Cc1ccccc1 (centres undefined)	i	0.052	57
O=C(NCCOc1ccc2nnc(-c3ccc(F)cc3)n2n1)NCc1ccccc1	i	0.12	55
O=C(NNC(=O)C1CC1)c1ccc(=O)n(Cc2ccccc2)c1	i	0.062	42

Molecules above that have bromine:
SMILES	GluA2 TARP mod	GluA2 TARP mod agonism max-min	GluA2 TARP mod glutamate slope
Cc1cc(C(=O)Nc2nnc(-c3ccc(Br)s3)o2)no1	i	0.13	48
COc1cccc(NC(=O)c2nnn(Cc3cccc(Br)c3)c2N)c1	i	0.05	52

Following part
SMILES	GluA2 TARP mod	GluA2 TARP mod agonism max-min	GluA2 TARP mod glutamate slope
CNC(=O)/C(C#N)=c1\s/c(=C/C(=O)OC)c(=O)n1-c1ccccc1	i	0.097	32
Cc1ccc(S(=O)(=O)N(C)CC(=O)Nc2ccc(Cl)cc2)cc1	i	0.1	61
Cc1cc(C)c(S(=O)(=O)Nc2ccccc2C)c(C)c1	i	0.095	57
CCOCCn1c(=O)c2c(nc3n2CC(C)CN3c2ccc(C)c(C)c2)n(C)c1=O (centres undefined)	i	0.11	85
O=C(COc1ccc2ccccc2c1)Nc1ccc(N2CCCC2=O)cc1	i	0.11	61
O=C(CSc1nc(=O)n(CC2CCCO2)c2c1CCCC2)Nc1nc2ccccc2s1 (centres undefined)	i	0.095	39
Cc1cc(S(=O)(=O)NCC2CCN(c3ccccn3)CC2)c(Cl)cc1Cl	i	0.1	65
O=C(CSCc1ccccc1)Nc1cccc(N2CCCCC2=O)c1	i	0.051	54
Cc1ccc(-c2noc(Cn3cnc4c(nnn4-c4ccccc4)c3=O)n2)cc1	i	0.12	64
